PMK inhibit = S. pneumoniae PMK inhibition; hit rate 0.49% among 65,000; purified PMK, PK/LDH-coupled NADH absorbance 340 nm; inhibition, % at 10 µM;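 active = top-ranked compounds by inhibition in the single 10 µM screen, taking a fixed number of the strongest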;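 note: 0% = full reaction with DMSO carrier and 100% = background rate without enzyme reaction; no value below 0 was filed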
Bfl-1 inhibitors = Bfl-1 inhibitors, primary screen, biochemical, fluorescence polarization, FITC-Bid, mouse (AID 432) | FITC-Bid BH3 peptide fluorescence polarization displacement; higher % means a stronger effect | one-dose displacement, % at 20 µM; IC50 in µM for titrated hits | hit rate 0.02% among 64,000; in the data active = a potency from the dose series; inactive = the rest, 99 in 100 with displacement below about 15%; note: strong numbers were not always called active
MK inhibit = inhibitors of Streptococcus pneumoniae mevalonate kinase. purified MK, PK/LDH-coupled NADH absorbance 340 nm. inhibition, % at 10 µM. hit rate 0.48% among 65,000. AID 555;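 active = ranked among the strongest by inhibition in the single 10 µM screen, a fixed top-ranked set picked for dose follow-up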; note: no value below 0 was filed
LYP inhibition = inhibition of human PTPN22 tyrosine phosphatase – biochemical, DiFMUP fluorescence, recombinant catalytic domain, 10 µM, primary screen (AID 606); recombinant LYP catalytic domain, DiFMUP fluorescence; higher % means a stronger effect; inhibition, % at 10 µM, or IC50 in µM where a hit was titrated; 52,000 tested, under 10 active;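 active = IC50 under 40 µM in the dose-response test; inactive = IC50 of 40 µM or more, or never dose-tested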
HT1080 cytotoxicity = HT1080 cell viability loss – fluorescence readout (AID 620); HT1080 viability, fluorescence; higher % means a stronger effect; cytotoxicity, % at 10 µM, or EC50 in µM where a hit was titrated; hit rate 0.42% among 87,000;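 note: cells exposed to compound overnight then 4 h with Alamar Blue; 0% = vehicle DMSO and 100% = killing control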
DPM-DC inhibit = inhibitors of Streptococcus pneumoniae diphosphomevalonate decarboxylase. calls only at 10 µM. hit rate 0.49% among 65,000. purified DPM-DC, PK/LDH coupled NADH fluorescence;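 active = the 320 compounds with the highest percent inhibition in the single-dose primary screen, excluding strongly autofluorescent ones, cut at about 32% in these data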;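 note: kinetic rate of NADH fluorescence loss reporting ADP formed by the decarboxylase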
HPDE-C7K KRASV12 = cytotoxicity in KRAS-transformed pancreatic duct cells, primary screen, cell-based, fluorescence, HTS (AID 431); HPDE-C7K KRASV12 cells, Alamar Blue viability, 48 h; higher % means a stronger effect; hit rate 1.7% among 63,000; cytotoxicity, % at 10 µM, or EC50 in µM where a hit was titrated;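 active = compounds whose percent cytotoxicity in the single-dose primary screen, scaled between solvent and toxic-drug controls, exceeds 50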;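 note: 0% = DMSO solvent wells and 100% = doxorubicin-treated wells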
HPDE-C7 cytotoxicity = HPDE-C7 pancreatic duct cell viability loss – fluorescence, HTS (AID 430) | HPDE-C7 pancreatic duct cells viability, fluorescence; higher % means a stronger effect | one-dose cytotoxicity, % at 10 µM; EC50 in µM for titrated hits | hit rate 1.8% among 63,000;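 note: cells exposed to compound for 48 hours before viability readout; 0% = vehicle and 100% = reference cytotoxic drug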
Alkaline phosphatase = human TNAP enzyme inhibitors, biochemical, luminescent (AID 518). purified TNAP enzyme, luminescent substrate readout; higher % means a stronger effect. inhibition, % at 20 µM, or IC50 in µM where a hit was titrated. hit rate 0.09% among 64,000; in the data active = a potency from the dose series; inactive = the rest, 99 in 100 with inhibition below about 22%;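 note: plate controls were vehicle for no effect and reference inhibitor for full effect; many of its hits are not listed in these tables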
PMK inhibit pilot replicates = second read-out of PMK inhibit, no call of its own (marks repeat the call); inhibition, %; measured here: pilot screen replicates
MK inhibit pilot replicates = further read-out of MK inhibit, marked with its call; inhibition, %; measured here: pilot screen replicates
DPM-DC inhibit pilot screen % = second read-out of DPM-DC inhibit, no call of its own (marks repeat the call); inhibition, %; measured here: pilot screen trials
* marks the source's active call; other numbers are inactive results; i = inactive; . = not tested or not shown. Cut-off read from the data, not from the text of the source, unless noted: active = cytotoxicity above about 50%; inactive = the rest. No enrichment for hits; overall some 3.5% were active at least once.

Start of the data: the first 10 records, ahead of the listing:
SMILES	PMK inhibit	Bfl-1 inhibitors	MK inhibit	LYP inhibition	HT1080 cytotoxicity	DPM-DC inhibit	HPDE-C7K KRASV12	HPDE-C7 cytotoxicity	Alkaline phosphatase	others
COCc1cc(C)nc2sc3c(=O)oc(C)nc3c12	8	-4%	14	6%	-1%	i	8%	2%	7%
CC1CC(C)CN(CCCNC(=O)c2ccc3c(c2)NC(=O)C(N2CCCCC2)S3)C1 (stereo not drawn)	0	-10%	0	.	17%	i	12%	3%	5%	PMK inhibit pilot replicates=0.0;MK inhibit pilot replicates=0.5;DPM-DC inhibit pilot screen %=0.0
COc1cc(C(=O)NCc2nnc(SCC(=O)N3CCc4ccccc43)o2)cc(OC)c1OC	22	-2%	0	.	0%	i	-11%	-3%	-2%
O=C(NCCCN=C1NS(=O)(=O)c2ccccc21)c1ccc(S(=O)(=O)N2CCCCC2)cc1	10	-10%	10	2%	-9%	i	-14%	-6%	12%
CCCc1nnc(NC(=O)c2cccc(OC)c2)s1	8	-5%	0	14%	15%	i	-25%	-16%	6%
COc1cc(C2C(C#N)=C(N)Oc3n[nH]c(C)c32)cc2c1OCO2 (stereo not drawn)	11	2%	4	8%	-2%	i	17%	2%	10%
O=C(Cc1ccccc1)Nc1ccccc1N1CCN(c2ccccc2)CC1	9	2%	0	.	1%	i	-3%	-2%	9%
CC(C)CCNC(=O)Cn1cc2c(n1)CCCCC2	21	-1%	11	10%	3%	i	1%	-2%	7%
Cc1cn(C2CC3OCC3O2)c(=O)[nH]c1=O (stereo not drawn)	1	-4%	2	.	-2%	i	4%	2%	10%	PMK inhibit pilot replicates=1.5;MK inhibit pilot replicates=0.0;DPM-DC inhibit pilot screen %=3.0
N#CCc1ccc(NS(=O)(=O)c2cccs2)cc1	0	-7%	4	.	-4%	i	18%	-3%	10%

The list itself (from the top)
SMILES	PMK inhibit	Bfl-1 inhibitors	MK inhibit	LYP inhibition	HT1080 cytotoxicity	DPM-DC inhibit	HPDE-C7K KRASV12	HPDE-C7 cytotoxicity	Alkaline phosphatase	others
COCc1cc(C)nc2sc3c(=O)oc(C)nc3c12	8	-4%	14	6%	-1%	i	8%	2%	7%
CC1CC(C)CN(CCCNC(=O)c2ccc3c(c2)NC(=O)C(N2CCCCC2)S3)C1 (stereo not drawn)	0	-10%	0	.	17%	i	12%	3%	5%	PMK inhibit pilot replicates=0.0;MK inhibit pilot replicates=0.5;DPM-DC inhibit pilot screen %=0.0
COc1cc(C(=O)NCc2nnc(SCC(=O)N3CCc4ccccc43)o2)cc(OC)c1OC	22	-2%	0	.	0%	i	-11%	-3%	-2%
O=C(NCCCN=C1NS(=O)(=O)c2ccccc21)c1ccc(S(=O)(=O)N2CCCCC2)cc1	10	-10%	10	2%	-9%	i	-14%	-6%	12%
CCCc1nnc(NC(=O)c2cccc(OC)c2)s1	8	-5%	0	14%	15%	i	-25%	-16%	6%
COc1cc(C2C(C#N)=C(N)Oc3n[nH]c(C)c32)cc2c1OCO2 (stereo not drawn)	11	2%	4	8%	-2%	i	17%	2%	10%
O=C(Cc1ccccc1)Nc1ccccc1N1CCN(c2ccccc2)CC1	9	2%	0	.	1%	i	-3%	-2%	9%
CC(C)CCNC(=O)Cn1cc2c(n1)CCCCC2	21	-1%	11	10%	3%	i	1%	-2%	7%
Cc1cn(C2CC3OCC3O2)c(=O)[nH]c1=O (stereo not drawn)	1	-4%	2	.	-2%	i	4%	2%	10%	PMK inhibit pilot replicates=1.5;MK inhibit pilot replicates=0.0;DPM-DC inhibit pilot screen %=3.0
N#CCc1ccc(NS(=O)(=O)c2cccs2)cc1	0	-7%	4	.	-4%	i	18%	-3%	10%
CSc1nsc(SC)c1NC(=O)Nc1ccccn1	15	1%	0	.	.	i	-4%	-9%	14%
Cc1ccc(S(=O)(=O)CC(C)N2CCOCC2)c(S(=O)(=O)CC(C)N2CCOCC2)c1 (stereo not drawn)	7	-3%	1	.	4%	i	-8%	-10%	2%
c1cnc(N2CCN(Cc3c[nH]c4ccccc34)CC2)nc1	7	-5%	5	.	11%	i	11%	3%	6%
COCC(C)NC(=O)c1ccc(N(C)C)cc1 (stereo not drawn)	0	5%	6	2%	6%	i	-6%	-8%	13%
CCOc1ccccc1C(=O)NCCC(=O)O	0	2%	1	-4%	-2%	i	-13%	-22%	10%	PMK inhibit pilot replicates=2.5;MK inhibit pilot replicates=14;DPM-DC inhibit pilot screen %=4.0
COC(=O)[C@H](C)NC(=O)Nc1cccc(C(F)(F)F)c1	0	0%	3	3%	-4%	i	-10%	-8%	11%	PMK inhibit pilot replicates=0.0;MK inhibit pilot replicates=0.0;DPM-DC inhibit pilot screen %=0.0
COc1ccc(N2CC(C(=O)Nc3ccc(F)cc3F)CC2=O)cc1 (stereo not drawn)	1	-4%	22	-7%	-5%	i	-4%	-9%	2%	PMK inhibit pilot replicates=3.0;MK inhibit pilot replicates=1.5;DPM-DC inhibit pilot screen %=5.0
CCOC(=O)N1CCC(N2CC34C=CC(O3)C(C(=O)Nc3ccc(OCC)cc3)C4C2=O)CC1 (stereo not drawn)	10	-5%	5	6%	3%	i	-8%	-4%	4%
CCOC(=O)c1sc2nc3n(c(=O)c2c1C)CCC(C)CC3 (stereo not drawn)	13	3%	7	7%	-7%	i	-2%	-13%	13%
CCOC(=O)C(NC(C)=O)(N1CCOCC1)C(F)(F)F (stereo not drawn)	8	-3%	8	.	5%	i	10%	2%	0%
CN(c1ccc(C(=O)NCCC2=CCCCC2)cc1)S(C)(=O)=O	4	-4%	2	7%	-4%	i	-5%	-5%	13%
Cc1cc(=O)n2nc(N3CCCC(C(=O)NCc4ccco4)C3)sc2n1 (stereo not drawn)	23	-2%	0	-2%	-7%	i	.	.	14%
Nc1nc2n(n1)C(c1ccccc1Cl)CC(c1ccc(F)cc1)N2 (stereo not drawn)	13	-3%	9	-13%	-5%	i	-2%	-2%	12%
O=C(NCc1ccc2c(c1)OCO2)c1nn2cccnc2c1Cl	7	0%	9	3%	2%	i	-8%	-2%	9%
O=S(=O)(c1cccc(-c2nn3c(-c4ccncc4)nnc3s2)c1)N1CCOCC1	12	-9%	0	.	2%	i	-13%	5%	7%
COc1ccc(NC2c3ccccc3C(=O)N2c2cccnc2)cc1Cl (stereo not drawn)	9	1%	10	-8%	.	i	6%	-2%	2%
COc1cccc(-n2c(C)nnc2SCC#N)c1	18	0%	0	16%	8%	i	12%	4%	13%
CCCn1c(CN2CCCCC2CC)nc2c1c(=O)n(C)c(=O)n2C (stereo not drawn)	8	-7%	0	-4%	0%	i	4%	-12%	6%
COCCN1Cc2cccc(C(=O)Nc3ccc(C)c(C)c3)c2C1=O	19	-6%	0	21%	8%	i	-7%	-18%	5%
COc1ccc(C(CC(=O)O)NC(=O)c2ccccc2)cc1OC (stereo not drawn)	16	-2%	0	3%	3%	i	-4%	3%	14%	PMK inhibit pilot replicates=1.0;MK inhibit pilot replicates=2.5;DPM-DC inhibit pilot screen %=1.0
COc1ccc(-c2ccc(Nc3ccc(S(=O)(=O)N4CCCC4)cc3)nn2)cc1OC	22	1%	0	3%	7%	i	23%	4%	25%	PMK inhibit pilot replicates=3.5;MK inhibit pilot replicates=0.0;DPM-DC inhibit pilot screen %=1.5
Cc1ccc(-c2nn3nnnc3c3ccccc23)cc1	11	4%	7	11%	7%	i	6%	6%	3%
CC(=O)c1ccc(OCC(C)C)c(CC(C(N)=O)C(N)=O)c1	10	-10%	8	.	-3%	i	0%	5%	7%
O=C(COC(=O)c1n[nH]c2ccccc12)Nc1ccc(S(=O)(=O)N2CCCC2)cc1	0	-7%	6	2%	-6%	i	-8%	-2%	13%
CCOC(=O)C1C(=O)CC(C)(O)C(C(=O)OCC)C1c1ccc2c(c1)OCO2 (stereo not drawn)	0	.	4	6%	5%	i	.	.	.
Cc1ccc(C)c(N2CCN(Cc3nnnn3C3CCCCC3)CC2)c1	11	-5%	7	11%	-10%	i	-7%	-6%	11%	PMK inhibit pilot replicates=3.5;MK inhibit pilot replicates=0.5;DPM-DC inhibit pilot screen %=3.0
CCc1ccc(NC(=O)c2cc(-c3ccc(OC)cc3)on2)cc1	21	-1%	0	5%	.	i	-5%	-15%	8%
Nc1cc(=O)[nH]c(SCC(=O)Nc2ccc(Br)cc2)n1	0	8%	8	3%	2%	i	14%	10%	8%	PMK inhibit pilot replicates=3.5;MK inhibit pilot replicates=1.5;DPM-DC inhibit pilot screen %=1.5
COc1ccc(Cn2nnc3c(=O)[nH]c(C4CCCN(C(=O)c5ccccc5)C4)nc32)cc1 (stereo not drawn)	0	-4%	4	.	-7%	i	-2%	-8%	6%
CC(=O)NC(Cc1ccc(F)cc1)C(=O)O (stereo not drawn)	7	0%	6	-9%	26%	i	1%	-18%	9%
COc1cc(-c2nc3n(n2)C(c2ccc(F)cc2)C2=C(CCCC2=O)N3)cc(OC)c1OC (stereo not drawn)	4	-12%	8	-3%	17%	i	-10%	-7%	0%
Cc1cccn2c(=O)c3cc(C(=O)NCc4cccnc4)c(=N)n(C(C)C)c3nc12	7	-1%	15	4%	7%	.	15%	5%	12%
Cc1cc(C)nc(SCC(=O)Nc2ccc(S(=O)(=O)Nc3onc(C)c3C)cc2)n1	1	8%	5	3%	.	i	7%	-3%	4%
COc1ccc(N2CCN(Cc3nc4c(c(=O)n(C)c(=O)n4C)n3Cc3ccccc3C)CC2)cc1	5	-4%	4	.	.	i	-4%	1%	8%	PMK inhibit pilot replicates=5.0;MK inhibit pilot replicates=0.0;DPM-DC inhibit pilot screen %=0.0
O=C1c2ccccc2C(Nc2ccc(Cl)cn2)N1c1ccccn1 (stereo not drawn)	5	5%	8	6%	2%	i	-1%	-17%	9%
CCc1ccc(NC(=O)C2CC(=O)N=C(N)S2)cc1 (stereo not drawn)	1	-8%	2	-4%	10%	i	-5%	2%	16%
N#CC1=C(N)C(C#N)(C#N)[C@H](c2ccncc2)[C@H]2CC3(CC=C12)OCCO3	13	9%	8	.	4%	i	6%	-12%	8%
COc1cccc(C2=NOC(C(=O)Nc3ccc(C(C)=O)cc3)C2)c1 (stereo not drawn)	4	2%	5	13%	-5%	i	-3%	1%	8%	PMK inhibit pilot replicates=0.0;MK inhibit pilot replicates=0.0;DPM-DC inhibit pilot screen %=0.0
COc1ccc(-c2c3c(=O)n(C)c(=O)n(C)c3c3nnc4ccccc4n23)cc1	4	-32%	10	-7%	5%	i	3%	7%	10%
COc1ccc(CCNC(=O)c2ccc3c(c2)NC(=O)C(N2CCOCC2)S3)cc1OC (stereo not drawn)	15	-2%	9	8%	9%	i	6%	-4%	0%
